Assay outcomes as filed in PubChem BioAssay.
TRAIL sens C8: viability loss with TRAIL in NB7+C8 cells, primary screen, TRAIL sensitizer project, cell-based, ATPlite luminescence | inhibition (viability loss, TRAIL sensitization), % at 10 µM | actives 1% (n = 360,000);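 active = compounds causing at least 50% loss of cell viability in the single-dose screen, relative to plate controls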
NR2F2 inh: NR2F2 transcriptional activity inhibitors, primary screen, cell-based, luciferase reporter, HEK293T, luminescence; HEK293T NGFI-A luciferase reporter; actives 0.7% (n = 370,000); AID 686940, 2013; inhibition, % at 8.6 µM;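 active = inhibition above a per-plate cutoff, mean inhibition of test wells between control levels plus 3 SD, cut at about 38% in these data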;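 note: cells cotransfected with COUP-TFII expression vector driving the NGFI-A reporter; 0% = median of COUP-TF2 test wells and 100% = reporter-only cells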
NOD2 RIPK2 PPI: NOD2-RIPK2 binding disruptors in cells, primary screen, fluorescence, CHO cells, BLA complementation. inhibition, % at 4.98 µM. actives 0.38% (n = 360,000). CCF4 ratio; in the data active = inhibition above about 21%;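 note: 0% = vehicle only and 100% = reference blocker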
SRC1 inh: SRC1 coactivator transcriptional activity inhibitors, primary screen, cell-based, luminescence; Nuclear receptor coactivator 1 (Homo sapiens), Q15788; HEK293 GAL4-SRC1 luciferase reporter; inhibition, % at 3.6 µM; actives 0.12% (n = 360,000);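 active = inhibition above the campaign mean plus 3 SD, with each screening campaign given its own cutoff, cut at about 60% in these data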;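 note: 0% = DMSO treated cells and 100% = gossypol at 36 µM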
TWEAK Fn14 block: inhibitors of TWEAK-Fn14 signaling, primary screen, luciferase reporter cells, uHTS; inhibition, % at 10 µM; TWEAK-stimulated Fn14 reporter cells, luciferase luminescence, 8 h; actives 2% (n = 360,000); in the data active = inhibition above about 50%
TROY signal inh: inhibitors of TROY-driven NF-kB signaling, primary screen, Q293 LMP1-TROYcd cells, NF-kB luciferase, uHTS. Q293 LMP1-TROYcd NF-kB luciferase reporter, 4 h. inhibition, % at 10 µM. AID 1347056, 2019. actives 0.98% (n = 360,000);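 active = compounds whose plate-normalised and pattern-corrected inhibition of the luciferase reporter signal at the single screening dose is 50% or more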
NCOA3 inh: SRC3 coactivator transcriptional activity inhibitors, primary screen, cell-based, luminescence. Nuclear receptor coactivator 3 (Homo sapiens), Q9Y6Q9. HEK293 GAL4-SRC3 luciferase reporter. inhibition, % at 3.6 µM. actives 0.17% (n = 360,000);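 active = inhibition above a per-campaign cutoff, the mean of all compounds plus 3 SD, cut at about 60% in these data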;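 note: 0% = DMSO-treated cells and 100% = gossypol-treated cells at 36 µM; higher means less SRC3-driven luciferase light from the GAL4 reporter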
SRC2 inh: inhibition of GAL4-SRC2 driven luciferase reporter, primary screen, SRC2 inhibitor project, cell-based, luminescence | actives 0.17% (n = 370,000) | HEK293 GAL4-SRC2 luciferase reporter | AID 651957, 2012 | inhibition, % at 9 µM | Nuclear receptor coactivator 2 (Homo sapiens), Q15596;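 active = inhibition above the mean inhibition of all tested compounds plus 3 SD, set per campaign, cut at about 52% in these data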;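 note: 0% = DMSO treated cells and 100% = cells given Gossypol at 36 µM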
EBV LMP1 NFkB: EBV LMP1-driven NF-kappaB luciferase reporter inhibitors, primary screen, cell-based, luminescence, single point; LMP1-induced NF-kappaB luciferase reporter cells; inhibition, % at 12.5 µM; actives 0.69% (n = 350,000); AID 504558, 2011; in the data active = inhibition above about 41%;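 note: 0% = neutral control wells and 100% = reference inhibitor control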
TLR9-MyD88 inh: inhibitors of TLR9-MyD88 association in cells, primary screen, cell-based, CHO, BLA complementation, fluorescence; Toll-like receptor 9 (Homo sapiens) + Myeloid differentiation primary response protein …; CCF4 FRET ratio; inhibition, % at 4.98 µM; actives 0.21% (n = 340,000); AID 504734, 2011;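 active = inhibition above the mean over all tested compounds plus 3 SD, cut at about 21% in these data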;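 note: 0% = DMSO only wells and 100% = clavulanate BLA inhibitor control wells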
Target sequence (Q99836 whole entry, looked up): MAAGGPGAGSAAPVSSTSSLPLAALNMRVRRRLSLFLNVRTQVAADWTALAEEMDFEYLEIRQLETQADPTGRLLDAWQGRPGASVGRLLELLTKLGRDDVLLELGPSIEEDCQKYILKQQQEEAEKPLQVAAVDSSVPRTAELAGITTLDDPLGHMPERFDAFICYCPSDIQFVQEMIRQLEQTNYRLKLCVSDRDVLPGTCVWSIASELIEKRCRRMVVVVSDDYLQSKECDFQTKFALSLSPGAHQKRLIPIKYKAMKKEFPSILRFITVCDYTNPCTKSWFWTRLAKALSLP
Target sequence (Q9NR96 whole entry, looked up): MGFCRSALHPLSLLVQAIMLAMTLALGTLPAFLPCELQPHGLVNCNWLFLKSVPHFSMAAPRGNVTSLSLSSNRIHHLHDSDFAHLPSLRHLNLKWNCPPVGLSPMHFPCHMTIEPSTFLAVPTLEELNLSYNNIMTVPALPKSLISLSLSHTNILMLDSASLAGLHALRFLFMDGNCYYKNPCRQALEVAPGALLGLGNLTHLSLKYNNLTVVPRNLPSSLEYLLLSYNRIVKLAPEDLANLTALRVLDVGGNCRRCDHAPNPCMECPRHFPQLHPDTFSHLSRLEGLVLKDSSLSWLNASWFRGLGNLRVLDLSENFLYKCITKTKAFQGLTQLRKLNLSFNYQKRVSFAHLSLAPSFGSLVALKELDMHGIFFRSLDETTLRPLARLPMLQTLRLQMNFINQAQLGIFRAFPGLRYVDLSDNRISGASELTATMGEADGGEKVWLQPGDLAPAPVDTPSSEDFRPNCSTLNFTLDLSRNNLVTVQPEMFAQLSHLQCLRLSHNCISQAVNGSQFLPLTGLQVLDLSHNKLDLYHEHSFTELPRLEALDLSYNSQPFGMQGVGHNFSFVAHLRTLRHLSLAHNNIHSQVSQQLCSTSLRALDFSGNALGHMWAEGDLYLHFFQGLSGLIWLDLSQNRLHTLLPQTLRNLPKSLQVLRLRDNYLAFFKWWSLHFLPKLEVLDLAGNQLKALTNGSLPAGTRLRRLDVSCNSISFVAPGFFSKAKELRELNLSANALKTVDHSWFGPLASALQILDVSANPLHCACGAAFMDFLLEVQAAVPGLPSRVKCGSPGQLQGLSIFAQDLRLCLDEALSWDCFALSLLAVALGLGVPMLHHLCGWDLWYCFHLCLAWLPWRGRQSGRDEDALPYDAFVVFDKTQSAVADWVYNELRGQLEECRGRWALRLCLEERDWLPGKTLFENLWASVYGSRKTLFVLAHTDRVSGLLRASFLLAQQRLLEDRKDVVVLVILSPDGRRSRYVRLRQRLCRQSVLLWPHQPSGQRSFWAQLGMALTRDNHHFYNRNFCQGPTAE
NR5A2 inv ag: LRH-1 (NR5A2) inverse agonists, primary screen, cell-based, luminescence, HEK293T, StAR-luciferase reporter; AID 602396, 2012; inhibition, % at 3.6 µM; actives 0.13% (n = 360,000); LRH-1 transfected, 24 h;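 active = inhibition above the mean inhibition of all tested compounds plus 3 SD, cut at about 73% in these data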;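 note: 0% = DMSO wells and 100% = reporter-only cells lacking LRH-1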
Numbers without * were called inactive; . = no result given. Not all compounds are listed; the hit share may differ from the screen's.

SMILES	TRAIL sens C8	NR2F2 inh	NOD2 RIPK2 PPI	SRC1 inh	TWEAK Fn14 block	TROY signal inh	NCOA3 inh	SRC2 inh	EBV LMP1 NFkB	TLR9-MyD88 inh	NR5A2 inv ag
CCOc1ccc2oc(C(=O)OCC(=O)N3C(C)CCCC3C)c(C)c2c1 (stereo unspecified)	14	-14	4	1	5	4	2	-1	-9	4	-6
Cc1ccc(NC(=O)Nc2ccc(F)cc2F)c(OC(F)F)c1	-2	-2	10	-12	1	-17	-6	10	3	8	-12
O=C(/C=C/c1ccc(Cl)cc1)NC1CCS(=O)(=O)C1 (stereo unspecified)	-6	-1	-8	-4	-25	-11	22	-6	-4	5	-5
Nn1cc(-c2ccccc2)nc1SCC(=O)N1CCN(S(=O)(=O)c2ccc3ccccc3c2)CC1	-8	-1	-2	-11	2	31	5	-30	-3	-2	-10
CC(C)NC(=O)c1ccc(COCC(F)(F)F)cc1	-3	-11	-1	-14	-5	-2	12	-10	2	-14	-7
CS(=O)(=O)Nc1cccc(C2=NN(S(C)(=O)=O)C(c3ccc4c(c3)OCO4)C2)c1 (stereo unspecified)	-5	-35	-5	-51	8	-70	-33	-39	-30	-1	-25
CCCc1c(NC(=O)Nc2ccc(Cl)cc2Cl)cnn1-c1ccccc1	23	-5	-5	-38	-85	-5	-69	6	11	.	-7
COc1ccc2nc(NC(C)=O)sc2c1	7	-30	1	-146	5	-20	-49	-41	-14	2	-98
Cc1[nH][nH]c(=O)c1[C@@H](c1ccccc1[N+](=O)[O-])C(C#N)C#N	-17	21	-11	-27	8	6	6	-28	-10	8	9
CC1CCCCC1NC(=O)NC(=O)COC(=O)c1ccc(OC(F)F)cc1 (stereo unspecified)	1	1	-1	-4	-3	11	20	-25	3	5	4
COc1ccc(OCC(O)Cn2c(N3CCCCC3)nc3c2c(=O)[nH]c(=O)n3C)cc1 (stereo unspecified)	0	-8	0	7	-12	13	-2	-26	-12	-4	-11
Cc1ccc(C(=O)N2CCCC(Nc3ccc(F)cc3)C2)cc1C (stereo unspecified)	-13	3	-12	-50	3	-10	19	1	-12	-7	10

2 records drawn at random from the list so far:
SMILES	TRAIL sens C8	NR2F2 inh	NOD2 RIPK2 PPI	SRC1 inh	TWEAK Fn14 block	TROY signal inh	NCOA3 inh	SRC2 inh	EBV LMP1 NFkB	TLR9-MyD88 inh	NR5A2 inv ag
COc1ccc2nc(NC(C)=O)sc2c1	7	-30	1	-146	5	-20	-49	-41	-14	2	-98
CCCc1c(NC(=O)Nc2ccc(Cl)cc2Cl)cnn1-c1ccccc1	23	-5	-5	-38	-85	-5	-69	6	11	.	-7

Other records:
SMILES	TRAIL sens C8	NR2F2 inh	NOD2 RIPK2 PPI	SRC1 inh	TWEAK Fn14 block	TROY signal inh	NCOA3 inh	SRC2 inh	EBV LMP1 NFkB	TLR9-MyD88 inh	NR5A2 inv ag
Cc1cccc2sc(NC(=O)CCNS(=O)(=O)c3cccs3)nc12	18	-6	-1	13	9	15	15	23	-2	1	7
COc1ccccc1N1CCN(C2CC(=O)N(c3ccc(Cl)cc3)C2=O)CC1 (stereo unspecified)	9	6	-5	-2	1	4	-17	-35	-6	1	2
COC(=O)c1ccc2[nH]ccc2c1	-16	0	-26	-33	-6	-21	-26	-5	-16	-15	-14
C[C@@]12C(=O)N(Cc3ccc(Cl)cc3)CC(=O)N1[C@H]1c3ccccc3OC[C@@H]1[C@@H]2c1ccccc1	15	8	-3	-19	8	8	1	-4	-8	-13	12
Nc1ccn([C@@H]2O[C@H](C(=O)N3CCN(Cc4ccccn4)CC3)[C@@H](O)[C@H]2O)c(=O)n1	14	11	-4	.	21	12	.	-12	.	.	3
Cc1cc(C)n(C(=O)CCCCCCCC(=O)n2nc(C)cc2C)n1	-9	8	-12	-5	0	-15	9	2	-4	-5	8
C/C(=C\C(=O)c1cccnc1)Nc1ccc(C(=O)O)cc1	-12	-5	-7	-3	-23	-1	-9	-31	1	9	10
CCCCOCCCNC(=O)c1cccs1	21	-1	-3	-8	8	8	-10	-24	-23	-3	-10
CSCCC(NS(=O)(=O)c1ccc(C)cc1)C(=O)NC1CCCCCC1 (stereo unspecified)	7	17	4	-5	-2	2	-20	-20	-2	-4	-10
Cc1ccc(C)c(NC(=O)CCN2CCc3ccccc3C2)c1	-4	-1	-6	2	-14	18	7	-31	-2	6	-4
Cc1cc(C)c(S(=O)(=O)N2CCN(C(=O)c3cc(=O)[nH]c4ccccc34)CC2)c(C)c1	7	6	-16	2	15	-5	-2	-15	3	5	11
COc1ccc(C(C)(C)C)cc1NC(=O)CCN1C(=O)NC(C)(C)C1=O	-9	3	4	3	-1	16	13	11	4	-4	-5
CC1=CCC2C(=O)N(c3ccccc3OC(=O)c3ccccc3F)C(=O)C2C1 (stereo unspecified)	-7	-10	2	6	9	-13	6	27	-1	1	1
Cc1cccc2cc(CN(CCN3CCOCC3)C(=O)Nc3ccccc3F)c(=O)[nH]c12	1	-15	-1	0	-3	12	20	-7	-10	-3	26
Cc1nccn1C[C@@H]1CCc2c(c3ccccc3n2C)C1=O	-3	11	2	0	-22	-5	-19	-15	1	-13	-9
Cc1ccc(OC(=O)c2ccc(C)c(C)c2)cn1	5	-19	2	-4	7	-64	0	4	3	-8	4
NCCCCCC(=O)Nc1ccncc1	-1	2	-4	-20	-4	-12	20	9	-10	2	2
CCOC(=O)CNC(=O)CSc1nnnn1-c1ccc(C)c(C)c1	7	-4	4	1	16	-31	-4	-1	-17	-7	5
Cc1cc(C)nc(SCC(=O)NNC(=O)c2cccs2)n1	1	-35	-3	-10	6	6	-55	7	-22	9	-5
Cc1ccc(C(=O)NCCC(=O)N2CCC3(CC2)NCCc2[nH]cnc23)cc1	-15	-4	-8	9	0	-18	2	-19	1	1	7
COc1ccc(NC(=O)c2sc(=S)[nH]c2N)cc1	-2	-12	-5	-37	2	-28	-30	-41	-5	0	-30
CN(C)C(=O)c1ccc(-c2nnc(NCc3ccccc3)c3ccccc23)cc1	-5	-2	-6	2	5	9	-5	-1	6	2	-5
Cc1ccc(NC(=O)c2ccc(S(=O)(=O)N3CCOCC3)cc2)nc1	-11	-20	0	-2	3	-11	6	-13	-1	-3	-13
O=C(O)C(c1cccs1)C1(O)CCCCC1 (stereo unspecified)	-3	4	3	-13	5	0	-4	4	-5	2	-6
Cn1nnnc1SCCNC(=O)C1CCC(=O)N(Cc2cccc(C(F)(F)F)c2)C1 (stereo unspecified)	-19	-15	-6	3	-21	4	5	4	6	-17	-2
O=C(c1ccc([N+](=O)[O-])cc1)N1CCC(Cc2ccccc2)CC1	-2	15	9	17	4	-6	9	24	23	-3	-13
CCOc1ccc(Oc2ccc(NC(=O)CSc3nncn3C)cc2)cc1	12	6	-10	-7	10	10	-4	-2	-6	1	17
CCOc1ccc(S(=O)(=O)N2CCCCC2)cc1NC(=O)Cc1cccc(C(F)(F)F)c1	-4	14	-1	-4	23	10	9	-11	0	-13	-17
CC(Sc1nnc(-c2ccccc2F)n1N)C(=O)NCC1CCCO1 (stereo unspecified)	9	9	2	-30	7	5	15	-8	2	-5	-13
COc1ccc(-c2cc3ccccc3n2CC(O)CN2CCC(C)CC2)cc1 (stereo unspecified)	-8	-18	-25	4	22	-33	-1	-7	-9	6	-7
COc1cccc(CN(C(=O)c2ccco2)C2CCS(=O)(=O)C2)c1 (stereo unspecified)	-11	-2	-4	-17	8	-15	-17	-14	-3	-9	6
CN(C1CCS(=O)(=O)C1)S(=O)(=O)c1cccc2nsnc12 (stereo unspecified)	6	-12	5	-27	5	-9	10	2	-4	8	13
CC(C)CNC(=S)NC(=O)c1ccc(Cl)cc1Cl	-2	3	-20	-36	-6	-54	-32	-7	-12	-12	-34
COc1ccc(-c2oc3ccccc3c2C(=O)OCc2ccc(O)cc2)cc1	11	-19	-7	-38	-16	-81	-16	-23	1	-6	-23
CCOC(=O)C1CCCN(C(=S)Nc2ccc(C)cc2C)C1 (stereo unspecified)	-7	-10	0	3	-1	-17	-16	-23	-1	-8	2
Cc1ccc(C2=NS(=O)(=O)N(C)C(C(=O)N3CCOCC3)=C2)cc1	-1	4	-12	18	-8	-5	2	2	0	-8	-3

By substructure: the entries above with two or more sulfur atoms (7)
SMILES	TRAIL sens C8	NR2F2 inh	NOD2 RIPK2 PPI	SRC1 inh	TWEAK Fn14 block	TROY signal inh	NCOA3 inh	SRC2 inh	EBV LMP1 NFkB	TLR9-MyD88 inh	NR5A2 inv ag
Nn1cc(-c2ccccc2)nc1SCC(=O)N1CCN(S(=O)(=O)c2ccc3ccccc3c2)CC1	-8	-1	-2	-11	2	31	5	-30	-3	-2	-10
CS(=O)(=O)Nc1cccc(C2=NN(S(C)(=O)=O)C(c3ccc4c(c3)OCO4)C2)c1 (stereo unspecified)	-5	-35	-5	-51	8	-70	-33	-39	-30	-1	-25
Cc1cccc2sc(NC(=O)CCNS(=O)(=O)c3cccs3)nc12	18	-6	-1	13	9	15	15	23	-2	1	7
CSCCC(NS(=O)(=O)c1ccc(C)cc1)C(=O)NC1CCCCCC1 (stereo unspecified)	7	17	4	-5	-2	2	-20	-20	-2	-4	-10
Cc1cc(C)nc(SCC(=O)NNC(=O)c2cccs2)n1	1	-35	-3	-10	6	6	-55	7	-22	9	-5
COc1ccc(NC(=O)c2sc(=S)[nH]c2N)cc1	-2	-12	-5	-37	2	-28	-30	-41	-5	0	-30
CN(C1CCS(=O)(=O)C1)S(=O)(=O)c1cccc2nsnc12 (stereo unspecified)	6	-12	5	-27	5	-9	10	2	-4	8	13
